MOR-DOR inv ag: inverse agonist of human OPRM1-OPRD1 heterodimerization. cell-based MOR-DOR heterodimer luminescence, inverse agonism. inhibition, % at 9.3 µM. 340,000 compounds, 0.21% hits. AID 504357; in the data active means inhibition above about 22%, passing the limit was not always enough;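 further: 0% = cells with DMSO and 100% = wells without cells with DMSO; values of inactives mirror those of a sister screen read the other way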
PfHsp90 yeast 2: reduces growth (ATP signal) of yeast expressing P. falciparum Hsp90; S. cerevisiae expressing PfHsp90, BacTiter-Glo ATP, 48 h; yeast lacking PDR1 and PDR3 efflux regulators; inhibition, % at 9.4 µM; 310,000 compounds, 0.32% hits;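 active means every replicate shows inhibition above about 80%, whatever the replicate mean, limit read from the data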;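 further: 0% = DMSO neutral controls and 100% = 20 µM radicicol positive controls; yeast relying on Plasmodium falciparum Hsp90 in place of its own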
Mot1-301 SUMO: SUMOylation pathway inhibition by Mot1-301 growth rescue. S. cerevisiae Mot1-301 growth rescue, ATP luminescence, 38.5C; percent above DMSO median, 100 means doubled. growth rescue, % at 18.8 µM. 320,000 compounds, 1% hits. AID 2716;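 active means every valid replicate shows activation above 250% relative to neutral control wells; inactive means the rest, any valid replicate at or below 250%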;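 further: OY570 slx delta 5 strain wells were the positive control but not used for scaling; some compounds called inactive have numbers as strong as hits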
MOR-DOR ag: agonists of human mu-delta opioid receptor heterodimerization | P35372+P41143 | cells, OPRM1-OPRD1 heterodimerization, luminescence | activation, % at 9.3 µM | 340,000 compounds, 0.3% hits | AID 504326; in the data active means activation above about 18%;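 further: 0% = vehicle-treated cells and 100% = reference agonist; values of inactives mirror those of a sister screen read the other way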
E coli growth: bacterial growth inhibition, counter-screen for AddAB inhibitors; E. coli V3065 growth, OD600 absorbance, 18 h; inhibition, % at 11.9 µM; 330,000 compounds, 0.27% hits;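 active means inhibition above the campaign's mean inhibition across all tested compounds plus 3 SD, cut at about 9.9% in these data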;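 further: uninfected addAB+ strain grown without phage in ampicillin broth; 0% = DMSO wells and 100% = ciprofloxacin 0.95 µg/ml wells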
AddAB inh: less growth of phage-infected E. coli with AddAB; E. coli expressing H. pylori AddAB, absorbance growth; inhibition, % at 11.9 µM; 330,000 compounds, 0.29% hits; in the data active means inhibition above about 12%;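 further: 0% = vehicle wells of infected cells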
Tat transport: inhibitors of E. coli Tat protein transport; E. coli MC4100 TorA-mCherry Tat export, fluorescence; AID 488895; inhibition, % at 10 µM; 340,000 compounds, 0.036% hits;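 active means mean replicate inhibition at least 50% and at least half of replicates individually reaching 50%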;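 further: exported cargo escapes ClpAP degradation while cytoplasmic cargo is degraded and loses fluorescence; 0% = median of neutral control wells and 100% = median of NaSCN control wells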
Arrestin-AP2 inh: human beta-arrestin and AP2 interaction inhibition; FITC-arrestin peptide / GST-AP2 beads, flow cytometry; AP2 beta2 appendage carries R879A mutation; inhibition, % at 10 µM; 340,000 compounds, 0.31% hits; AID 504490;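 active means inhibition above a set limit, near 3 SD of compounds lacking own fluorescence, cut at about 54% in these data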;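 further: plate controls were DMSO wells for no effect and 5 µM unlabelled arrestin peptide for full effect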
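Material – GST-tagged AP2 beta2-adaptin appendage (R879A) on 4 µm glutathione beads · Probe or stimulus – fluorescein-tagged arrestin peptide at 50 nM final · Timing – 12 min plus 1 h, RT · Detection – bead flow cytometry, FITC channel · Read-out basis – inhibition as reduced fluorescein signal on beads, percent · Medium – PBS plus Tween 20 (0.05%) and BSA (0.1%)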
PKA-R1A act: activators of PKA-R1A complex | PKA-R1A dissociation, Cy5-IP20 fluorescence polarization; scaled: DMSO 0%, 113 µM cGMP 100% | activation, % at 11.4 µM | 340,000 compounds, 0.083% hits;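 active means percent activation above the mean of all tested compounds plus 3 SD, cut at about 19% in these data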;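 further: higher means more PKAc released from R1A so a rise in polarization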
Pemphigus Ab inh: human desmoglein-3 autoantibody binding inhibition | P32926 | DSG3-coupled beads, scFv-anti-DSG3-GFP binding, flow cytometry; hits give low values | binding (percent of control), % at 10 µM | 310,000 compounds, 0.48% hits | AID 588358;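 active means binding more than 3 SD below its plate's average and above zero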;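 further: hits lower antibody fragment binding to DSG3; some compounds called inactive have numbers as strong as hits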
Target sequence (P32926 whole entry, looked up, the tested form may be a part): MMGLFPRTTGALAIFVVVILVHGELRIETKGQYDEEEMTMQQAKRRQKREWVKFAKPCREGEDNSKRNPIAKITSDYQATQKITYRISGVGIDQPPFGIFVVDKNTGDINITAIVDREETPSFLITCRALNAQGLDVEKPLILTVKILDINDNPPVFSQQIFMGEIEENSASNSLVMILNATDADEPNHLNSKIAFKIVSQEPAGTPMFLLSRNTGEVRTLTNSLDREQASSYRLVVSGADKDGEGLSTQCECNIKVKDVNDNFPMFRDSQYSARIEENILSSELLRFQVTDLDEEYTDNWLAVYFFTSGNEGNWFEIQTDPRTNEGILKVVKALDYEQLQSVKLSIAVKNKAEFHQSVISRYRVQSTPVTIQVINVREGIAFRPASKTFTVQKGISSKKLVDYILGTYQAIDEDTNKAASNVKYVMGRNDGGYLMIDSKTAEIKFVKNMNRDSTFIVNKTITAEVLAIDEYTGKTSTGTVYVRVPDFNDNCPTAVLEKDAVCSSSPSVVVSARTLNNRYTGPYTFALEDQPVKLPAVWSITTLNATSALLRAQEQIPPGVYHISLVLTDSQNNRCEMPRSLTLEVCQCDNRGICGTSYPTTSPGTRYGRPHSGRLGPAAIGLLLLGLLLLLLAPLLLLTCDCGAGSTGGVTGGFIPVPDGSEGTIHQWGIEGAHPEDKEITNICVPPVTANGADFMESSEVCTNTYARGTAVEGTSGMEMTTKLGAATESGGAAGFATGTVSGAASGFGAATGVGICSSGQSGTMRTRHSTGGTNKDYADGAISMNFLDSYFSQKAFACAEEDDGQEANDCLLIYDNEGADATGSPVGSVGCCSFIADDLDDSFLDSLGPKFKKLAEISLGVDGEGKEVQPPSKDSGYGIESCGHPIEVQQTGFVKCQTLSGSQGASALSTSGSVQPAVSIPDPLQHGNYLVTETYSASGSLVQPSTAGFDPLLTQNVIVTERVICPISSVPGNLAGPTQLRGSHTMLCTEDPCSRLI
phage Ecoli inh: E. coli growth loss with phage present. growth absorbance. 360,000 compounds, 0.26% hits. inhibition, % at 11.9 µM. AID 651602; in the data active means inhibition above about 11%
Starred values were filed as active, the others as inactive; i = inactive; · = not tested or not shown.

Value order – MOR-DOR inv ag	PfHsp90 yeast 2	Mot1-301 SUMO	MOR-DOR ag	E coli growth	AddAB inh	Tat transport	Arrestin-AP2 inh	PKA-R1A act	Pemphigus Ab inh	phage Ecoli inh
- CC1CCN(S(=O)(=O)c2cccc(C(=O)NCC3CCCO3)c2)CC1 (centres undefined)
    22.7	0.8	0.9	-4.4	3.4	0.3	-6.8	29.7	-4.7	97.7	-1.4
- CCCc1ccc(S(=O)(=O)N2CCN(C(C)C(=O)NCc3ccccc3)CC2)cc1 (centres undefined)
    -1.8	·	·	0.3	·	·	-2.6	-6.0	-12.5	100.8	2.0
- Cc1cccc(CS(=O)(=O)Cc2ccc(C(=O)O)o2)c1
    4.9	-1.9	-7.8	-1.2	-0.6	4.2	-3.4	4.0	-5.2	103.6	-2.1
- CC(Oc1ccccc1)C(=O)NC1CCN(Cc2ccccc2)CC1 (centres undefined)
    2.5	·	-13.3	-0.5	-2.0	1.2	-2.2	1.9	-6.2	104.2	1.4
- CS(=O)(=O)CCC(C(=O)n1nnc2ccccc21)N1C(=O)c2ccccc2C1=O (centres undefined)
    2.2	8.8	-14.1	-0.4	-2.4	1.4	1.2	4.8	-1.0	105.4	4.0
- COc1ccc(CCNCC2C(Oc3ccc(Cl)cc3)C(=O)N2c2ccccc2C)cc1OC (centres undefined)
    -19.5	0.1	-8.5	4.2	0.2	-1.0	3.2	0.7	0.0	104.3	5.8
- CCc1c(C(=O)N/N=C/c2ccc(C)o2)csc1C
    11.4	18.3	·	-2.3	-0.4	0.0	1.2	7.2	-11.5	100.1	1.7
- Cc1noc(C)c1S(=O)(=O)Nc1ccc(C(=O)N2CCN(c3ccc(Cl)cc3)CC2)cc1
    8.5	2.7	-14.5	-1.6	-0.8	-0.3	11.1	-11.5	-2.7	82.4	1.7
- O=C(CCS(=O)(=O)c1ccc(Br)cc1)Nc1ccc2c(c1)OCO2
    -6.0	·	-0.1	1.1	1.3	-0.7	2.5	26.4	-6.3	94.2	-1.5
- Cc1ccc(C)c(NC(=O)c2ccccc2Sc2ccc([N+](=O)[O-])cc2Cl)c1
    -2.3	-8.6	i	0.5	-2.3	1.4	5.0	26.2	-2.7	88.7	2.5
- C=C1Cn2c(nnc2-c2ccc(Cl)cc2)S1
    3.5	1.8	-11.9	-0.7	-0.5	1.6	-4.6	14.4	2.5	101.1	2.4
- CCOC(=O)CSc1nc2ccccc2c(=O)n1CC1COc2ccccc2O1 (centres undefined)
    14.1	8.0	7.4	-2.8	-3.5	0.3	-5.6	-2.0	0.0	85.9	2.4
- COc1ccccc1N(C(=O)c1snc(C(N)=O)c1N)C(C(=O)NC1CCCC1)c1ccco1 (centres undefined)
    16.7	-3.9	0.2	-3.1	1.5	2.2	-7.7	4.8	10.0	100.3	1.2
- COc1cccc(C(C)=C2SC(=S)NC2=O)c1
    9.7	-80.2	·	-2.0	·	·	-0.2	34.2	6.8	·	2.7
- CCn1c(SCC(=O)N2CCCCC2C)nc2c1c(=O)n(C)c(=O)n2C (centres undefined)
    -1.4	-28.5	-6.6	0.2	-1.1	-0.3	4.6	-4.7	-0.6	87.3	1.3
- Cc1nc(CNC(=O)CC2C(=O)NCCN2Cc2ccc(F)cc2)cs1 (centres undefined)
    10.4	0.6	0.4	-1.9	·	·	3.5	18.4	0.4	104.6	1.9
- COc1ccccc1NS(=O)(=O)c1cccc(NC(=O)CCNC(=O)c2ccccc2OC)c1
    7.1	·	-9.8	-1.6	1.6	2.2	-3.4	23.2	11.2	103.8	-1.4
- Cc1cccc(C)c1NC(=S)/N=C/N(C)C
    -2.3	11.1	40.3	0.5	2.2	4.1	-4.3	24.3	-11.8	100.2	1.7
- COC(=O)c1ccccc1S(=O)c1snnc1C (centres undefined)
    7.1	9.1	-1.1	-1.4	1.9	1.5	-4.4	-3.8	13.1	111.7	2.5
- CCN(CC)c1nc(Nc2ccccc2)nc(Oc2ccc(=O)n(C)n2)n1
    -1.0	-27.6	1.4	0.2	-4.6	-0.1	2.4	7.4	-4.4	111.5	2.2
- NC(=O)COc1ccc(/C=C2\C(=O)ON=C2c2ccccc2)cc1
    7.6	·	-9.4	-1.8	0.5	-0.4	-4.9	0.9	-1.7	92.3	1.9
- O=C(O)/C=C/C(=O)N1CCN(c2ccc(F)cc2)CC1
    12.2	-3.7	78.7	-2.5	-1.7	0.3	-3.2	-11.7	-0.7	102.9	5.5
- COc1ccc(C(=O)NCCCc2nc3ccccc3n2Cc2cc(C)ccc2C)cc1OC
    3.0	1.8	29.3	-0.6	-2.5	-3.3	-1.1	13.5	1.6	86.2	0.9
- COc1ccc(C(c2c(C)[nH][nH]c2=O)c2c(C)[nH][nH]c2=O)cc1Br
    -3.3	-15.2	-2.2	0.6	0.4	2.2	-2.9	3.2	-4.7	110.4	0.3
- COc1cc(NC(=S)N2CCN(C(c3ccccc3)c3ccccc3)CC2)cc(OC)c1
    2.4	-4.6	-1.1	-0.5	2.2	1.0	-3.0	-11.1	-0.3	94.4	3.6
- O=c1nc(SCc2ccccc2Cl)nc(-c2ccc(Cl)cc2)[nH]1
    15.3	5.4	12.3	-3.0	-3.1	-2.3	-1.2	-16.5	2.4	96.0	-0.6
- CCC(=O)Nc1ccc(Nc2nc(Cl)nc(Nc3ccc(NC(=O)CC)cc3)n2)cc1
    14.8	-3.5	19.4	-3.2	-1.1	4.3	3.2	15.6	3.8	81.3*	-1.6
- COc1ccc2c(=O)c(C(=O)NCc3ccccc3)c[nH]c2c1
    1.0	1.6	-7.6	-0.2	-2.3	3.4	-0.1	-7.9	1.3	104.8	3.5
- CCC(C(=O)c1ccccc1)N(C(=O)c1ccccc1Cl)N1C(=O)C2C3C=CC(C3)C2C1=O (centres undefined)
    -8.4	2.6	69.1	1.6	-1.9	-3.1	18.7	7.7	-6.1	104.2	0.4
- Cc1oc2c(c(C)cc3oc(=O)c(CC(=O)NCC(=O)NCC(=O)O)c(C)c32)c1C
    15.3	5.1	-9.9	-3.0	-0.2	0.7	-1.6	-2.5	-5.3	91.0	-2.7

Laid out differently: results already given.
smiles: Cc1noc(C)c1S(=O)(=O)Nc1ccc(C(=O)N2CCN(c3ccc(Cl)cc3)CC2)cc1
- MOR-DOR inv ag: 8.5
- PfHsp90 yeast 2: 2.7
- Mot1-301 SUMO: -14.5
- MOR-DOR ag: -1.6
- E coli growth: -0.8
- AddAB inh: -0.3
- Tat transport: 11.1
- Arrestin-AP2 inh: -11.5
- PKA-R1A act: -2.7
- Pemphigus Ab inh: 82.4
- phage Ecoli inh: 1.7

smiles: O=C(CCS(=O)(=O)c1ccc(Br)cc1)Nc1ccc2c(c1)OCO2
- MOR-DOR inv ag: -6.0
- PfHsp90 yeast 2: ·
- Mot1-301 SUMO: -0.1
- MOR-DOR ag: 1.1
- E coli growth: 1.3
- AddAB inh: -0.7
- Tat transport: 2.5
- Arrestin-AP2 inh: 26.4
- PKA-R1A act: -6.3
- Pemphigus Ab inh: 94.2
- phage Ecoli inh: -1.5

Other compounds follow:
Value order – MOR-DOR inv ag	PfHsp90 yeast 2	Mot1-301 SUMO	MOR-DOR ag	E coli growth	AddAB inh	Tat transport	Arrestin-AP2 inh	PKA-R1A act	Pemphigus Ab inh	phage Ecoli inh
- CCc1ccc(NC2=NCC(=O)N2c2ccc3c(c2)OCCO3)cc1
    3.4	15.0	-16.0	-0.6	-1.5	-0.6	-5.4	2.1	0.1	107.4	2.4
- COc1ccc(C2(C)NC(=O)N(CC(=O)NCc3ccccc3)C2=O)cc1OC (centres undefined)
    12.3	-15.5	-6.4	-2.3	1.8	0.7	5.9	26.1	-3.2	94.7	-0.4
- CCC(CC)c1nnc(NC(=O)Oc2ccccc2)s1
    2.9	12.8	-10.0	-0.6	-2.2	-0.2	-3.2	-4.7	7.5	98.2	2.7
- COc1ccc(NC(=O)c2cn(-c3ccccc3)nc2SC)cc1
    9.6	-5.8	-28.0	-1.8	0.5	1.1	5.1	-5.1	-6.5	105.6	1.9
- O=C(CN1CCN(S(=O)(=O)c2ccc(F)cc2)CC1)Nc1ccc2c(c1)OCCO2
    2.1	-28.9	223.4	-0.5	0.0	4.4	-1.7	29.2	1.7	108.6	2.1
- COc1ccc(NS(=O)(=O)c2ccc(O)c(C(=O)OCC(=O)NC(C)C3CC4CCC3C4)c2)cc1 (centres undefined)
    -3.9	4.5	-19.3	0.8	0.7	-0.2	6.8	11.7	-2.0	·	2.3
- NS(=O)(=O)c1cccc(NC(=O)CC2(CC(=O)O)CCCC2)c1
    -0.3	4.3	-21.8	0.0	2.1	3.2	-2.9	-2.5	4.8	123.5	0.2
- COC(=O)c1nc(-c2ccc(C)cc2)oc1N(C)C
    4.5	6.1	42.6	-0.8	0.4	1.7	-2.7	58.6*	-4.7	92.9	3.1
- Cc1ccc(S(=O)(=O)N2CCOCC2)cc1NC(=O)COC(=O)Cc1cccs1
    18.4	-10.1	-6.2	-3.8	3.1	0.7	4.9	-0.9	-17.2	99.2	2.6
- O=C(NCc1ccco1)c1cnn2c(C(F)(F)F)cc(-c3cccs3)nc12
    22.5	-0.8	-3.4	-5.4	-1.6	1.6	7.7	19.5	3.5	·	1.4
- CCCn1c(SCC(=O)Nc2cc(Cl)ccc2Cl)n[nH]c1=O
    7.7	·	355.4	-1.6	3.6	2.6	6.8	3.3	-9.0	125.6	-3.4

Quoted from the listing:
Mot1-301 SUMO result of COC(=O)c1nc(-c2ccc(C)cc2)oc1N(C)C stands at 42.6
phage Ecoli inh result of CCc1ccc(NC2=NCC(=O)N2c2ccc3c(c2)OCCO3)cc1 stands at 2.4
Mot1-301 SUMO result of COc1ccc(C2(C)NC(=O)N(CC(=O)NCc3ccccc3)C2=O)cc1OC (centres undefined) stands at -6.4

Reformatted: results already given.
SMILES	MOR-DOR inv ag	PfHsp90 yeast 2	Mot1-301 SUMO	MOR-DOR ag	E coli growth	AddAB inh	Tat transport	Arrestin-AP2 inh	PKA-R1A act	Pemphigus Ab inh	phage Ecoli inh
O=C(CN1CCN(S(=O)(=O)c2ccc(F)cc2)CC1)Nc1ccc2c(c1)OCCO2	2.1	-28.9	223.4	-0.5	0.0	4.4	-1.7	29.2	1.7	108.6	2.1
CCC(CC)c1nnc(NC(=O)Oc2ccccc2)s1	2.9	12.8	-10.0	-0.6	-2.2	-0.2	-3.2	-4.7	7.5	98.2	2.7
O=C(NCc1ccco1)c1cnn2c(C(F)(F)F)cc(-c3cccs3)nc12	22.5	-0.8	-3.4	-5.4	-1.6	1.6	7.7	19.5	3.5	·	1.4

Source: PubChem BioAssay (several laboratories)

Rows were taken by chance; 2.8% or so of the library scored in one or more.
